Source: PubChem (National Center for Advancing Translational Sciences (NCATS))
MBNL1-CUG inh = qHTS Assay for Inhibitors of MBNL1-poly(CUG) RNA binding | Muscleblind-like protein 1 (Homo sapiens), Q9NR56 | Potency, µM (doses to about 57.5 µM), inactives show at the highest dose activity change, negative = inhibition, actives largely listed as inhibitors | TR-FRET MBNL1-His/biotin-(CUG)12 binding, 665/545 ratio | 0.036% of 280,000 active | AID 2675, 2010; active = well fitted inhibition curve with a large enough effect in the signal ratio, with a control signal flat, not every such curve was filed as active; inconclusive = small, poorly fitted or top-dose-only effect, or effect the other way, or a change in a side signal; inactive = no such curve, though single readings can be large or run the other way; the % refers to the signal ratio; note: % is set by controls: 0 for no effect and ±100 for the full control effect
Target sequence (Q9NR56 whole entry, looked up): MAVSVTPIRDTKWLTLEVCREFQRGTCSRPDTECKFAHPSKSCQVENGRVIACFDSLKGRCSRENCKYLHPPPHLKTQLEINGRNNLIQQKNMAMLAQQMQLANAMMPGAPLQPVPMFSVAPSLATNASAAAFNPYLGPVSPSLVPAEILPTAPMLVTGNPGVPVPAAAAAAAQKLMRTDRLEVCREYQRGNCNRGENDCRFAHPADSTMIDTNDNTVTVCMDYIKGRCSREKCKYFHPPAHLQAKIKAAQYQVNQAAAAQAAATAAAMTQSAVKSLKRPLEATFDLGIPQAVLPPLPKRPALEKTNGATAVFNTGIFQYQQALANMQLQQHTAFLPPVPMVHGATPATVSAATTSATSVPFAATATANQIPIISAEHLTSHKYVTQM
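Inhibition of protein-RNA binding appears as loss of TR-FRET between terbium anti-His antibody on MBNL1-His and streptavidin-XL665 on biotin-(CUG)12. Activity is normalized to buffer-only and uninhibited-complex controls.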
Rab9 promoter act = qHTS Assay for Rab9 Promoter Activators. Huh7 Rab9 promoter-luciferase reporter, luminescence, 24 h. Potency, µM (series often up to 9.22 µM), for the others: at the highest dose activation, negative = inhibition, actives largely listed as activators. 2.8% of 320,000 active. AID 485297, 2010; note: % of control where 0% means no effect; nearly all actives have a fitted effect of over 60% in size
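Huh7 reporter line, Rab9 promoter upstream of luciferase. Compound exposure 24 h at 37 °C in reduced-serum medium with 10% FBS. Read-out: luminescence.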
ELG1 genotoxic = qHTS screen for small molecules that induce genotoxicity in human embryonic kidney (HEK293T) cells expressing luciferase-tagged ELG1; 1.3% of 330,000 active; HEK293T ELG1-luciferase reporter, luminescence, 16 h; Potency, µM (doses to about 46 µM), for inactives: at the highest dose activity change, positive = activation, most hits filed as activators; AID 504466, 2011; note: % of control where 0% means no effect; nearly all actives have a fitted effect of over 60% in size
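HEK293T cells expressing luciferase-tagged ELG1 were exposed to compound or DMSO vehicle for 16 hr at 37 °C and 5% CO2. Luciferase activity was then measured with ONE-Glo after 30 min at room temperature.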
BRCA1 expr up = qHTS Assay to Identify Small Molecule Activators of BRCA1 Expression. MCF7-BRCA1-FFLuc reporter, luminescence, 48 h; response scale: scaled: vehicle 0%, 10 µM genistein 100%. Potency, µM (top dose mostly 46.1 µM), for the others: at the highest dose activation, hits mostly activators. 1.1% of 380,000 active. AID 624202, 2012; note: nearly all actives have a fitted effect of over 80% in size; some results filed as inactive show a strong effect at the top dose
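Activators of BRCA1 expression were detected as increased firefly luciferase luminescence in engineered MCF7 cells after 48 h compound incubation. Signals were scaled to genistein 10 microM as full activation.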
CXXC DNA block = qHTS Fluorescence Polarization Assay for Inhibitors of MLL CXXC domain - DNA interaction. Histone-lysine N-methyltransferase 2A (Homo sapiens), Q03164. 0.037% of 290,000 active. MLL-CXXC / FITC-HOXA9 DNA fluorescence polarization. Potency, µM (top dose mostly 115 µM), for inactives: at the top dose activity change, negative = inhibition, most hits filed as inhibitors. AID 2662, 2010; active = well fitted inhibition curve with a large enough effect in the polarisation, with a control signal flat, not every such curve was filed as active; inconclusive = small, poorly fitted or top-dose-only effect, or effect the other way, or a change in a side signal; inactive = no such curve, though single readings can be large or run the other way; the % refers to the polarisation
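Fluorescence polarization: 7 uM MLL-CXXC (stock) preincubated 5 min with compounds, then 50 nM fluorescein-HOX-A9 DNA (stock) added; 30 min ambient. Buffer 50 mM Tris-HCl pH 7.5, 50 mM NaCl, 1 mM DTT, 0.05% BSA.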
p53 reactivator = qHTS assay for re-activators of p53 using a Luc reporter | H1299 p53-A138V BP100-luciferase reporter, luminescence, 24 h | Potency, µM (series often up to 92.2 µM), for the others: top-dose activity change, positive = activation, actives largely listed as activators | 0.063% of 320,000 active | AID 504706, 2011; note: % of control where 0% means no effect; nearly all actives have a fitted effect of over 45% in size
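p53-null H1299 cells stably carrying temperature-sensitive p53-A138V and a BP100-luciferase reporter were pinned with compounds (4-point, 1:5 series) and held 24 hrs at 37 deg C. Luminescence was read 10 min after detection reagent.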
FLuc modulator = qHTS profiling assay for firefly luciferase inhibitor/activator using purifed enzyme and Km concentrations of substrates (counterscreen for miR-21 project); purified FLuc, Km substrates, luminescence inhibition; Potency, µM (titrated, usually from 57.5 µM), for the others: top-dose activity change, negative = inhibition, most hits filed as inhibitors; 6.9% of 360,000 active;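 note: plate controls were vehicle for no effect and reference inhibitor for full effect; nearly all actives have a fitted effect of over 55% in size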
Target sequence (P08659 whole entry, looked up): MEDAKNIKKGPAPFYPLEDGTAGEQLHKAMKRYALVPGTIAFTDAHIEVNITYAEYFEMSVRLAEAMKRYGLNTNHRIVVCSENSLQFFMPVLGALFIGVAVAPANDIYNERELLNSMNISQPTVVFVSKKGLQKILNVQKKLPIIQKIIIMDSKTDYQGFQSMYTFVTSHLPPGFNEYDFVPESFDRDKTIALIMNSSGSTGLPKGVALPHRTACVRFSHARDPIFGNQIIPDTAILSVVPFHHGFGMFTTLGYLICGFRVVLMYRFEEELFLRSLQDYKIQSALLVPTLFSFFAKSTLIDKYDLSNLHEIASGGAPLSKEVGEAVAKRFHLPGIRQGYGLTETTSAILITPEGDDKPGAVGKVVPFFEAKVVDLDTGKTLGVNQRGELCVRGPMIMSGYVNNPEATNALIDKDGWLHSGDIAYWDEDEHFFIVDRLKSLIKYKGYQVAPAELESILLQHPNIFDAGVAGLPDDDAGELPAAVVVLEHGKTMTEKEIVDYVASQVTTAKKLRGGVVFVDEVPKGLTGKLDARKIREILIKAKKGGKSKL
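Purified P. pyralis luciferase, 10 nM final, with Km-level 10 uM D-luciferin and 10 uM ATP in 50 mM Tris acetate pH 7.5, 10 mM Mg acetate, 0.01% Tween-20, 0.05% BSA; 6-point qHTS titration about 60 µM downward; luminescence read.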
Gal4-VP16 FLuc = VP16 counterscreen qHTS for inhibitors of ROR gamma transcriptional activity; Drosophila S2 Gal4-VP16 UAS-luciferase, luminescence, 20 h; Potency, µM (series often up to 53.6 µM), inactives show at the top dose activity, negative = inhibition, actives largely listed as inhibitors; 3.5% of 310,000 active;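 note: Gal4-VP16 expression switched on by copper sulfate through the metallothionein promoter; % is set by controls: 0 for no effect and ±100 for the full control effect; nearly all actives have a fitted effect of over 50% in size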
NPC1 prom act = qHTS Assay for NPC1 Promoter Activators. Huh7 NPC1 promoter luciferase reporter, 24 h. 2.4% of 320,000 active. Potency, µM (top dose mostly 9.22 µM), without a hit: top-dose activation, most hits filed as activators;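 note: % of control where 0% means no effect; nearly all actives have a fitted effect of over 60% in size; reporter is driven by a mutant NPC1 promoter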
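Compounds in DMSO were transferred onto Huh7 NPC1-luciferase reporter cells pre-incubated 2 h; after 24 h at 37 °C, Amplite reagent was dispensed and luminescence recorded 10 min later.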
RORg inh = qHTS for inhibitors of ROR gamma transcriptional activity; Drosophila S2 Gal4-RORgamma UAS-luciferase reporter, 20 h; Potency, µM (top dose mostly 53.6 µM), for the others: at the top dose activity change, negative = inhibition, actives largely listed as inhibitors; 5.4% of 310,000 active; note: % is set by controls: 0 for no effect and ±100 for the full control effect; nearly all actives have a fitted effect of over 60% in size
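Stable Schneider cell line, Gal4 DNA-binding domain fused to ROR gamma, UAS-luciferase. Cmpd 1 hr RT → CuSO4 700 uM final → 20 hr RT → luciferase reagent 10 min → luminescence.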
uPA generation = qHTS for Inhibitors of Cell Surface uPA Generation; AID 540303, 2011; 0.31% of 330,000 active; cell surface uPA generation assay, qHTS; Potency, µM (top dose mostly 38.3 µM), for inactives: at the highest dose activity change, negative = inhibition, actives largely listed as inhibitors; active = well fitted inhibition curve with a large enough effect; inconclusive = small, poorly fitted or top-dose-only effect; inactive = no such curve, though single readings can be large or run the other way; tested in mouse RAW 264.7 cells; note: % is set by controls: 0 for no effect and ±100 for the full control effect; nearly all actives have a fitted effect of over 55% in size
* hit, by the source's call; ? = inconclusive; · = no result given; [ ] = dose if it differs, or a comment. Unless noted, calls come from the whole dose curve; as a rule, active = well fitted curve in the direction sought with a large enough effect; inconclusive = small, poorly fitted or top-dose-only effect, or another doubt; inactive = no such curve, though single readings can be large; an effect the other way counts as inactive or inconclusive. Potency is the fitted concentration of half-maximal effect. Not all compounds are listed, so the mix of outcomes need not match the whole.

SMILES | MBNL1-CUG inh | Rab9 promoter act | ELG1 genotoxic | BRCA1 expr up | CXXC DNA block | p53 reactivator | FLuc modulator | Gal4-VP16 FLuc | NPC1 prom act | RORg inh | uPA generation
Cc1ccc(S(=O)(=O)N2CCC(C(=O)OCC(=O)N3CCC(C)CC3)CC2)cc1C | · | 3% | -1% | -9% | · | 0% | 3% | · | -2% | · | 12%
C[C@H](NC(=O)[C@@H]1CSC2c3ccccc3C(=O)N21)C(=O)NCc1c(F)cccc1Cl (stereo partly drawn) | -11% | -9% | -4% | -4% | -2% | -8% | -5% | 0% | -2% | 31% | -10%
COc1cccc(OCC(O)CN2CCN(c3ccc(F)cc3)CC2)c1 (stereo not drawn) | -9% | 9%[1.84 µM] | -5% | 5% | -10% | -1% | -3% | 2% | -4% | 14% | 7%
CCOC(=O)c1ccc(NC(=O)NS(=O)(=O)c2ccc(C)cc2)cc1 | 7% | 9% | 16% | 10% | 2% | -1% | 4% | -4% | 3% | 6% | 2%
COc1cccc(NC(=O)Nn2cnnc2)c1 | -19% | 0% | 1% | 13% | -1% | 34% | 2% | -1% | -2% | 6% | 8%
O=C(Cc1noc2ccccc12)Nc1ccc(Cl)cc1 | 0%[11.5 µM] | ? | 7% | 53% | 5% | 19% | ? | 2% | 21% | ? | 2%
O=C(CS(=O)(=O)c1ccccc1)c1cc2cc(F)ccc2oc1=O | 13% | -1% | 3% | -20% | -4% | 5% | 1.9µM* | ? | 12% | 0% | -13%
CC(C)Sc1ccc(C(=O)Nc2ccc(F)cc2F)cn1 | -4% | ? | ? | 9% | 9% | 4% | ? | 2% | ? | 27% | 2%
COc1ccc(N2CCN(C(=O)c3ccc(F)cc3)CC2)c([N+](=O)[O-])c1 | ? | 1% | -5% | -1% | 0% | 17% | 0% | ? | 2% | ? | -6%
CC(=O)NC(CC(=O)Nc1ccc(S(=O)(=O)N2CCCCC2)cc1)c1ccccc1 (stereo not drawn) | 1% | -2% | -2% | 0%[1.84 µM] | -5% | -3% | -2% | ? | 1% | 27% | 0%
CCc1nc(SCc2cccnc2)c2c(=O)n(C)c(=O)n(C)c2n1 | -2% | -7% | 4% | -9% | -2% | 5% | 4% | -3% | -4% | 33% | 7%
CC(Oc1ccc(Cl)cc1Cl)C(=O)Nc1ccncc1 (stereo not drawn) | 0% | -4% | -12% | -13% | 5% | -10% | -2% | 20µM* | -2% | -29% | -4%
Cc1nc2sccn2c(=O)c1Br | -16% | -2% | 1% | -18% | 6% | 0% | 2% | 0% | 0% | 27% | 2%
CCCCCCC(=O)Nc1c(O)c2ccccc2[nH]c1=O | -9% | 5% | 0% | 0% | 0% | 1% | -4% | 3% | -2% | -23% | 1%
COc1ccc(C(=O)NCCCn2ccnc2)cc1 | -9% | 2% | 5% | -12% | 14% | 2% | 5% | -2% | 1% | 1% | 1%
COc1cc(OC)c(NC(=O)CCCn2c(=O)oc3ccccc32)cc1Cl | · | -2% | 3% | -18% | -5% | 1% | 2% | -5% | 0% | 5%[10 µM] | -8%
CCOc1ccc(CN2CCNC(=O)C2CC(=O)NCc2cc(C)n(C)n2)cc1 (stereo not drawn) | -8% | 4% | 2% | -1% | 0% | -3% | -4% | 2% | -9% | -14% | -1%
Cc1ccc(S(=O)(=O)/N=C2/C=C(Sc3ncn[nH]3)C(=O)c3ccccc32)cc1 | · | 3% | -2% | -97% | -16% | -25% | ? | 3.5µM* | -3% | 3.5µM* | -5%
Cc1cc(C)c(NC(=S)N2CCCC2C(=O)O)c(C)c1 (stereo not drawn) | -5% | 3% | -1% | 14% | 5% | -4% | ? | -4% | -2% | -9% | 8%
Cc1c(C(=O)O)c(C(=O)O)nc2ccc(N3CCOCC3)cc12 | -6% | 0% | 0% | · | 5% | 3% | 1% | -22% | 0% | -6% | ·
O=C(NCc1ccccc1F)c1ccc2c(c1)OCCO2 | -9% | 28% | 17% | 99% | 4% | · | ? | ? | ? | -12%[1.91 µM] | -1%
CC(C)[C@H](NC(=O)NCCC1=CCCCC1)C(=O)O | -3% | -3% | 0% | 1% | -1% | -4% | 3% | 0% | -4% | -4% | -3%
CCOC(=O)N1CCN(C(=O)c2cc(C)c3c(C)nn(-c4ccccc4)c3n2)CC1 | 8% | -6% | 2% | 0% | -3% | 10% | -2% | -5% | 0% | -2% | 10%
COC(=O)C(NNc1ccccc1C)(NC(=O)c1ccc(F)cc1)C(F)(F)F (stereo not drawn) | -2% | 2% | 0% | -33% | 0% | 1% | 4% | 1% | 1% | -15% | -5%
Cc1cccc(OCCn2nnc3ccccc32)c1C | 2% | 27% | ? | ? | 0% | · | 17µM* | ? | ? | -2%[1.91 µM] | -4%

(list continues)
SMILES | MBNL1-CUG inh | Rab9 promoter act | ELG1 genotoxic | BRCA1 expr up | CXXC DNA block | p53 reactivator | FLuc modulator | Gal4-VP16 FLuc | NPC1 prom act | RORg inh | uPA generation
CCN(CC(=O)NCCc1ccccc1)S(=O)(=O)c1ccc(Br)cc1 | ? | 0% | -2% | 2% | -5% | 2% | 3% | -17% | 0% | ? | -5%
COc1ccc(S(=O)(=O)N2CCC(C(=O)NCc3ccccn3)CC2)cc1OC | 1% | -1% | 1% | 6% | 13% | -4% | 0% | 7% | -2% | -13% | 8%
O=C(CSc1ccccn1)N/N=C/C=C/c1ccccc1 | ? | 2% | 9% | 24% | 12% | 24% | ? | 16µM* | 0% | ? | ?
CCOc1ccc(NC(=S)N(CCN2CCOCC2)Cc2ccc3c(c2)CCCN3CC)cc1 | -6% | -3% | -6% | -8% | -2% | 4% | 1% | ? | 0% | 6.3µM* | -3%
Cc1ccc(CNC(=O)c2ccc(N3CCC4(CC3)CC(c3cccc(Br)c3)=NO4)c(N)c2)cc1 | · | -12% | -3% | -32% | · | 0% | 1% | · | -5% | · | -6%
CCOc1ccccc1NC(=O)N1CCN(S(C)(=O)=O)CC1 | -16% | -3% | 2% | 8% | 6% | 5% | -1% | -3% | 0% | -4% | -3%
Cc1cc(/C=C2\SC(=S)N(Cc3ccco3)C2=O)c(C)n1-c1ccccc1 | 9% | 3.5µM* | 5.2µM* | 74% | ? | ? | 3µM* | -20% | ? | 7% | -2%
Cc1cc(N2C(=O)C(O)=C(C(=O)c3ccco3)C2c2cccc(O)c2)no1 (stereo not drawn) | ? | -3% | 1% | 17% | 0% | 10% | 2% | 0% | 0% | -12% | 4%
Cc1csc(NC(=O)CSc2nc(C)cs2)n1 | -3% | 1% | -1% | 20% | -7% | ? | -19% | 13% | 3% | 28% | 6%
CC(=O)c1ccc(NC2OC(C)C(O)C(O)C2O)cc1 (stereo not drawn) | 4% | -5% | 7% | 3% | -1% | -3% | 0% | 9% | 1% | -38% | -1%

Record cards, as listed above. Screens in order: MBNL1-CUG inh	Rab9 promoter act	ELG1 genotoxic	BRCA1 expr up	CXXC DNA block	p53 reactivator	FLuc modulator	Gal4-VP16 FLuc	NPC1 prom act	RORg inh	uPA generation
Shown for `CCOc1ccccc1NC(=O)N1CCN(S(C)(=O)=O)CC1` = -16%	-3%	2%	8%	6%	5%	-1%	-3%	0%	-4%	-3%
Shown for `CC(=O)c1ccc(NC2OC(C)C(O)C(O)C2O)cc1` (stereo not drawn) = 4%	-5%	7%	3%	-1%	-3%	0%	9%	1%	-38%	-1%
Shown for `Cc1ccc(CNC(=O)c2ccc(N3CCC4(CC3)CC(c3cccc(Br)c3)=NO4)c(N)c2)cc1` = ·	-12%	-3%	-32%	·	0%	1%	·	-5%	·	-6%
Shown for `Cc1cc(N2C(=O)C(O)=C(C(=O)c3ccco3)C2c2cccc(O)c2)no1` (stereo not drawn) = ?	-3%	1%	17%	0%	10%	2%	0%	0%	-12%	4%
Shown for `CCN(CC(=O)NCCc1ccccc1)S(=O)(=O)c1ccc(Br)cc1` = ?	0%	-2%	2%	-5%	2%	3%	-17%	0%	?	-5%
